Cardio protect: myocardial damage modulation in H9c2 cells | H9c2 cardiomyocytes, H2O2 injury protection, ATPLite, 2 h | protection from H2O2 cell death, % at 20 µM | 0.63% of 360,000 active;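 active means compounds giving at least 50% protection of heart cells from peroxide-induced death in the single-dose screen, raw or plate-pattern-corrected value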;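 further: 0% = DMSO wells with peroxide and 100% = DMSO wells without peroxide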
NCOA2 inhibitor: inhibits human steroid receptor coactivator 2; inhibition, % at 9 µM; 0.17% of 370,000 active; Q15596; HEK293 GAL4-SRC2 luciferase reporter, luminescence;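 active means inhibition above the mean inhibition of all tested compounds plus 3 SD, set per campaign, cut at about 52% in these data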;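 further: 0% = DMSO treated cells and 100% = cells given Gossypol at 36 µM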
N-glyco inh: N-linked glycosylation inhibition. AID 588692. reporter increase, % at 12.5 µM. 0.23% of 360,000 active. D54 ERlucT glycosylation luciferase reporter, 24 h; percent of 100 nM tunicamycin response;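 active means mean luciferase reporter signal, scaled so untreated is 0 and the glycosylation-blocking control 100, at or above a set limit in every replicate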;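 further: luciferase carries N-glycosylation sites so blocking glycosylation raises the light; 0% = median of neutral control wells and 100% = median of 100 nM tunicamycin wells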
TLR9-MyD88 inh: inhibitors of human TLR9-MyD88 binding. Q9NR96+Q99836. CHO BLA complementation TLR9-MyD88, CCF4 FRET ratio. inhibition, % at 4.98 µM. 0.21% of 340,000 active. AID 504734;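 active means inhibition above the mean over all tested compounds plus 3 SD, cut at about 21% in these data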;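 further: 0% = DMSO only wells and 100% = clavulanate BLA inhibitor control wells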
MC4R antag cAMP: blocks human MC4R cAMP signaling; AID 540295; 0.48% of 360,000 active; MC4R-expressing cells, MTII-stimulated cAMP, LANCE TR-FRET; inhibition, % at 6.5 µM; P32245;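 active means inhibition above its plate's cutoff, the mean of tested wells on that plate plus 3 SD, cut at about 29% in these data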;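 further: 0% = Melanotan II alone and 100% = Melanotan II plus saturating MCL0020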
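Assay system: human MC4R-expressing U2OS cells; reagent: Melanotan II stimulation of cells; dosing: 6.5 µM single dose; timing: compound 30 min, challenge 1 h, detection 1 h; signal: TR-FRET cAMP assay; replicates: one well per compound, no replicates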
MC4R ag barr: activates human MC4R beta-arrestin recruitment | U2OS MC4R beta-arrestin complementation, luminescence; percent of melanotan II response, DMSO zero | activation, % at 8.9 µM | P32245 | 0.98% of 360,000 active | AID 540308;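 active means activation above a per-plate cutoff, the mean activation of sample wells on that plate plus 3 SD, cut at about 8% in these data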
m5-HT2A agonist: agonists of mouse serotonin 5-HT2A receptor (HTR2A); CHO-K1 mHTR2A beta-arrestin complementation, luminescence; percent of 30 µM serotonin response; activation, % at 7.6 µM; 0.66% of 360,000 active; AID 624169;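 active means activation above a run cutoff, the mean activation of all tested compounds plus 3 SD, cut at about 14% in these data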;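 further: 0% = plate median of compound wells and 100% = 30 µM serotonin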
NOD2 RIPK2 PPI: inhibitors of human NOD2-RIPK2 interaction; CHO BLA complementation NOD2-RIPK2, CCF4 ratio; inhibition, % at 4.98 µM; 0.38% of 360,000 active; AID 624267; in the data active means inhibition above about 21%;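 further: 0% = vehicle only and 100% = reference blocker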
ABHD5-PLIN5 inh: inhibitors of human ABHD5-perilipin-5 interaction; Q00G26+Q8WTS1; Split G. princeps luciferase complementation, luminescence, 4 h; inhibition, % at 4 µM; 0.78% of 360,000 active; AID 602281;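 active means inhibition above the mean inhibition across every tested compound plus 3 SD, cut at about 22% in these data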;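 further: 0% = DMSO only wells and the 100% control is not disclosed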
ABCB6 inh 2: inhibitors of human ABC transporter ABCB6; K562-ABCB6 porphyrin accumulation, flow cytometry, 1 h; active compounds read low; fluorescence ratio to DMSO, % at 10 µM; 0.19% of 360,000 active; AID 602162;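 active means fluorescence ratio to DMSO below 75%, the collection mean minus 3 SD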;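 further: signal is porphyrin accumulated inside mitochondria; 100% equals median channel fluorescence of DMSO control wells; lower ratio means ABCB6 inhibition with less porphyrin fluorescence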
Target sequence (Q9NP58 whole entry, looked up): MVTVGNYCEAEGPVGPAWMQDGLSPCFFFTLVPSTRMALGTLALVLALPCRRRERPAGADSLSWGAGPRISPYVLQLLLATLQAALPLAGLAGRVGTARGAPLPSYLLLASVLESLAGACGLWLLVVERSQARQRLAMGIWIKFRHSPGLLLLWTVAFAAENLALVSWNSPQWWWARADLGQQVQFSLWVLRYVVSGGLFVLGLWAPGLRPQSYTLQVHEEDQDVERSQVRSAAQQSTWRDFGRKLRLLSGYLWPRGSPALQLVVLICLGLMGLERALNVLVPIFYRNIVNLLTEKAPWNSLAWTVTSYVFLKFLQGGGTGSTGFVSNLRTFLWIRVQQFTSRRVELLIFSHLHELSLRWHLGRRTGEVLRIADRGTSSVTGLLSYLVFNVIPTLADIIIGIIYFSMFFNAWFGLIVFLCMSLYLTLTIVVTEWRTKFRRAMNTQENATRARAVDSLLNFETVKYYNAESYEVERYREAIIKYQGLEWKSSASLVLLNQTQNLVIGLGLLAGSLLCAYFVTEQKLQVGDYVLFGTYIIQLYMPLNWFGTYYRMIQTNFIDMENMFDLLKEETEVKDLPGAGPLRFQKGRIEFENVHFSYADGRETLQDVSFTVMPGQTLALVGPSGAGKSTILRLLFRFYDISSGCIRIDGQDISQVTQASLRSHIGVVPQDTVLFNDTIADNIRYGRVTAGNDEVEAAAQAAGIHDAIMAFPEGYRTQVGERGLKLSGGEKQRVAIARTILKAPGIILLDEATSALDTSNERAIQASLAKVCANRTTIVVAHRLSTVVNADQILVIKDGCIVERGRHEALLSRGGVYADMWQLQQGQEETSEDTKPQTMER
Numbers without * were called inactive; . = not tested or not shown. A portion of the library, so the mix of outcomes need not match the whole.

structure	Cardio protect	NCOA2 inhibitor	N-glyco inh	TLR9-MyD88 inh	MC4R antag cAMP	MC4R ag barr	m5-HT2A agonist	NOD2 RIPK2 PPI	ABHD5-PLIN5 inh	ABCB6 inh 2
O=C(Cc1ncon1)Nc1ccc(F)c(F)c1F	3.5	-11.4	0.8	-0.5	2.4	-2.0	-3.8	-9.9	-3.6	90.0
Cc1ccc(CCNC(=O)C2CCCN2S(=O)(=O)c2ccc3c(c2)CCC(=O)N3)cc1 (centres undefined)	15.0	.	-2.7	-0.6	15.7	0.3	3.8	-0.6	9.1	105.0
O=C(NC(=S)Nc1cnc2ccccc2c1)c1ccccc1	-18.6	-55.5	-0.5	-23.8	11.1	-1.6	2.0	0.7	-1.6	80.0
N#CCc1ccc(NC(=O)c2ccc(S(=O)(=O)N3CCOCC3)cc2)cc1	13.3	-2.7	0.0	-6.6	9.7	-2.8	-1.7	-7.8	3.3	92.0
Cc1ccc(S(=O)(=O)N/N=C/c2ccc(OCC(=O)N3CCOCC3)cc2)cc1	-0.3	-15.6	0.5	6.9	11.9	0.2	0.6	-2.4	1.3	101.0
COC(=O)c1sc2nc(-c3ccco3)ccc2c1N	-12.6	-32.0	-3.9	-6.8	5.7	-1.3	-2.8	-3.0	6.4	105.0
O=C1NCCN1C(=O)c1cccc(Cl)c1	10.7	-17.6	0.3	-3.2	-5.2	-2.4	6.0	-4.8	0.8	111.0
CC(=O)OC1CCC2(C)C(=CCC3C4CC(=O)N(O)C(=O)C4(C)CCC32)C1 (centres undefined)	-4.3	-36.7	1.0	0.1	-0.9	-0.3	0.3	-14.0	5.7	101.0
COc1cc(-c2nnn(CC(=O)NCc3ccccc3)n2)cc(OC)c1OC	-4.4	11.5	2.8	-5.9	-1.1	-1.2	-1.2	-8.2	6.5	102.0
CC1(Cc2cccc(F)c2)C(=O)Nc2ccc(OC(F)(F)F)cc21 (centres undefined)	-10.8	-4.9	-3.8	.	-0.1	2.5	4.5	-1.0	-3.1	97.0
O=C(Cn1nnc(-c2ccc3c(c2)OCO3)n1)N1CCOCC1	4.6	-4.9	0.3	8.3	1.1	-2.1	0.1	-8.2	-6.1	101.0
COc1cc(C=C(C(C)=O)C(C)=O)ccc1O	13.8	-16.9	7.4	-4.3	6.1	-1.4	1.8	-4.5	11.4	94.0
COc1ccc(-n2nc(C(=O)NCC(=O)NCc3ccco3)c3ccccc3c2=O)cc1Cl	-7.9	-18.2	2.9	2.9	4.6	-1.9	5.0	3.2	8.3	96.0
CCOC(=O)c1c(N)sc2c1CCC1C(=O)N(C3CCCCC3)C(=O)C21 (centres undefined)	1.3	-25.0	2.0	3.0	6.0	0.6	0.0	5.4	-4.0	116.0
C=CCn1c(CCCNC(=O)c2ccccc2OC)nc2ccccc21	8.9	.	3.3	0.5	-8.5	-1.6	-2.1	-19.7	-1.1	100.0
CCS(=O)(=O)N1CCC(N2CCN(c3ccccc3)CC2)CC1	-2.0	-1.7	-2.4	5.7	3.5	-2.1	12.9	4.0	-7.0	70.0*
CC1(C)Cc2nc3oc4c(=O)n(CC(=O)Nc5ccc(Cl)cc5)cnc4c3cc2CO1	-4.7	16.8	-2.6	-2.3	17.2	6.6	0.1	-1.0	-7.7	101.0
COc1ccc(-c2sc(Nc3ccccc3)n[n+]2-c2ccc(F)cc2)c(OC)c1OC	-6.9	-18.4	3.6	0.7	-1.8	-0.9	-0.6	7.2	-11.0	95.0
O=C(Nc1ccnn1C1CCN(Cc2cccc(OCCO)c2)CC1)C1CCCC1	5.4	-15.9	2.8	3.3	8.7	-1.7	2.6	3.9	2.6	95.0
CC1(C)Cc2ccccc2-c2nnc(-c3ccco3)n21	-1.2	-3.5	-1.9	-12.0	-0.2	1.1	-0.3	-5.1	7.7	98.0
O=C(NC1CCCC1)c1cccc(S(=O)(=O)N2CCOCC2)c1	8.7	-11.9	1.3	-4.2	1.1	-1.5	-5.0	-2.9	-2.0	100.0
Cc1ccc2c(NC(=O)c3ccc(Br)o3)cccc2n1	-3.0	-9.5	0.6	5.8	0.8	-2.4	-6.0	-9.4	-1.7	94.0
CCc1ccc(NC(=O)C(C)OC(=O)c2ccc(-n3cnnn3)cc2)cc1 (centres undefined)	-6.0	0.8	2.5	9.2	0.1	-4.1	5.2	6.7	-1.3	97.0
CCOc1ccc2[nH]c3c(N4CCN(c5ccccn5)CC4)ncnc3c2c1	-11.0	3.4	11.1	-3.5	6.5	1.6	3.1	1.9	7.8	91.0
O=C(CSc1ccc(-c2ccc3c(c2)OCO3)nn1)Nc1nccs1	-5.6	-23.2	-6.5	5.8	2.5	9.5*	-3.9	-0.6	-1.0	88.0
CCN1C(=O)N[C@@H](c2cccs2)C(C(=O)OC)=C1C	0.9	4.0	-1.0	-3.8	2.9	-1.2	8.4	7.1	-3.3	102.0
COc1ccc(/C=C(/NC(=O)c2cccc([N+](=O)[O-])c2)C(=O)O)cc1	5.0	-27.6	0.1	-4.2	8.1	-2.2	0.8	-1.3	-2.9	97.0
COc1cccc(-c2csc(N3CCN(C(=S)NCC(C)C)CC3)n2)c1	-12.9	-29.9	0.6	3.8	0.8	2.6	-1.1	-7.2	-7.1	105.0
COc1ccc(C2c3ccc(O)cc3Oc3ncn(Cc4ccco4)c(=N)c32)cc1 (centres undefined)	11.2	-2.3	3.9	-14.0	17.1	-1.2	-8.6	0.9	10.4	104.0
CC1=C(n2nnc([N+](=O)[O-])n2)C(c2cccnc2)C(C#N)=C(N)O1 (centres undefined)	-6.3	26.6	4.2	5.8	-0.6	0.4	3.1	-2.2	6.2	101.0
CCCCCCn1c(=O)[nH]c2c(c1=O)CCC2	-2.4	11.7	-2.9	-7.6	4.5	0.9	2.9	-13.9	-8.0	107.0
CCC(=O)N1CCc2cc(S(=O)(=O)N3CCCCCC3)ccc21	-4.3	-20.2	1.2	-2.5	-2.9	0.8	9.4	1.6	-1.4	99.0
COc1cc(/C=N/NC(=O)c2ccc(Cn3cc([N+](=O)[O-])cn3)o2)cc(Br)c1O	3.1	-5.8	1.5	-1.0	14.1	-3.1	-1.2	3.5	-0.5	96.0
CCOc1cc(/C=N/Nc2ncnc(Cl)c2N)ccc1O	-8.9	-13.2	4.5	-7.8	-35.4	-0.4	-2.9	-4.8	-2.5	95.0
CN(Cc1cn(C)nc1-c1ccc(Oc2ccccc2)cc1)Cc1cnc2ccccn12	-20.7	15.3	-6.6	2.2	8.8	4.4	-4.1	8.6	-2.8	93.0
CC(C)(C)C(c1nc2ccccc2[nH]1)n1c(-c2cccc(S(C)(=O)=O)c2)nc2ccccc21 (centres undefined)	.	-64.2	.	.	.	.	-1.1	-0.3	8.0	.
COc1ccc(N=C2S/C(=C\c3ccc(Cl)c([N+](=O)[O-])c3)C(=O)N2CCN(C)C)cc1	-5.0	-26.9	-8.9	10.6	-0.2	-4.9	-6.7	43.9*	4.4	93.0
C=CCOC(=O)C1=C(C)OC(N)=C(C#N)C1c1c(C)nn(-c2ccccc2)c1Cl (centres undefined)	5.1	-24.9	0.2	-3.9	11.6	-2.1	1.3	-6.0	-5.9	94.0
c1ccc(CSc2ncnc3c2cnn3-c2ccccc2)cc1	2.6	11.9	2.9	-3.5	2.8	-1.7	3.8	3.9	-0.6	94.0
COc1cccc(NC(=O)N2CCCC2C(=O)NC2CC2)c1 (centres undefined)	0.1	3.2	1.4	-3.3	7.4	0.8	1.6	-0.3	-3.6	94.0
COc1ccccc1C(=O)NCCC(=O)NCCc1ccccc1	0.3	-13.9	1.5	-1.8	5.7	-2.9	2.9	-2.4	9.9	99.0
Cc1ccc(NC(=O)CCc2nc3ccccc3c(=O)[nH]2)cc1S(=O)(=O)N1CCOCC1	86.2*	-9.4	2.8	9.9	8.4	1.7	3.7	-24.9	4.9	99.0
Nc1nc2c3ccccc3nc(C3CC3)n2n1	2.5	-12.1	-1.6	-1.8	-0.7	-0.5	2.5	-10.0	3.1	102.0
COc1ccccc1Cc1c(-c2cccc(Cl)c2)nc2ccc(C)cn12	-12.3	-39.2	-2.9	.	.	.	1.4	-8.1	1.6	96.0
O=C(Nc1c(C(=O)N2CCCCC2)cnn1-c1ccccc1)c1ccco1	-0.9	3.6	-0.1	-0.5	0.2	3.9	1.8	2.9	12.1	100.0
COc1ccc(-n2c(O)c(/C=C3\C=Nc4ccccc43)c(=O)[nH]c2=O)cc1	16.4	4.4	2.2	-2.7	-1.1	-2.6	-0.1	4.0	31.4*	100.0
CCN(CC)CCNC(=O)c1cc([N+](=O)[O-])c(N(C)C)cc1OC	6.4	-1.8	-3.2	-0.2	10.3	-1.6	-6.0	3.6	3.3	95.0
COc1ccc(CCNCc2ccc(OCC(=O)N3CCCCC3)c(OC)c2)cc1OC	0.3	2.4	-0.5	0.7	16.1	-1.2	0.9	-0.2	-2.2	99.0
COc1ccc(/C=C/C(=O)OCC(=O)N2CCCCCC2)cc1OC	2.3	10.2	-0.3	-11.8	9.6	-0.6	-2.4	0.1	4.6	96.0
COc1ccc(Nc2c3c(nc4ccccc24)CCCC3)cc1OC	-6.1	-20.3	7.1	-1.5	1.1	-1.5	-1.2	5.8	4.1	92.0
Cc1cccc2cc(/C=N/NC(=O)c3ccccc3O)c(Cl)nc12	-18.9	11.9	2.0	-0.9	3.9	4.2	5.9	-1.4	2.3	97.0
S=C(Nc1ccc(Br)cc1)N1CCN(C2CCCCC2)CC1	-0.8	12.3	0.8	5.0	1.4	0.7	-4.5	-5.2	0.9	95.0
CN(c1ccccc1C(=O)Nc1ccc(F)c(Cl)c1)S(C)(=O)=O	2.9	6.4	0.5	3.7	2.1	-2.4	-5.4	-10.2	-0.8	105.0
COc1ccc2cc([C@H](C)C(=O)N(C)Cc3ccccc3N3CCCC3)ccc2c1	-6.4	-8.0	-1.9	-5.3	1.2	0.8	-2.4	-6.2	-3.8	99.0
CN1C[C@@H]2[C@@H]3C(=O)N(Cc4ccccc4)C(=O)[C@@H]3[C@](Cc3ccccc3)(C1=O)N2C(=O)c1ccc(Br)cc1	2.0	0.8	2.3	-9.0	0.7	-1.8	0.7	-0.4	0.0	97.0
CCOC(=O)c1ccc(S(=O)(=O)Nc2cc(S(=O)(=O)N3CCOCC3)ccc2O)cc1	9.0	16.9	-0.3	-1.6	3.0	-0.4	-1.4	5.7	-3.6	102.0
O=C(Cc1cccc(C(F)(F)F)c1)NCC(=O)Nc1cc(Cl)ccc1Cl	-3.4	-38.3	7.6	5.8	12.6	-0.3	-2.7	-2.8	6.0	103.0

High-throughput results: PubChem BioAssay, several laboratories
